Mito fusion yeast – mitochondrial division inhibition or fusion activation; S. cerevisiae fusion-defective mutant growth rescue, CellTiterGlo 48 h; Potency, µM (top dose mostly 46.1 µM), inactives show top-dose growth rescue (activation), hits mostly activators; 320,000 compounds, 0.23% hits;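 further: potency means the concentration at half of the fitted maximal effect; % of control where 0% means no effect; nearly all actives have a fitted effect of over 45% in size; temperature-sensitive fusion mutants such as fzo1-1 at 37 °C on non-fermentable ethanol glycerol medium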
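Growth-rescue viability read-out: after 48 h at the non-permissive 37C in glycerol/ethanol YPEG, yeast mitochondrial fusion mutants are measured by CellTiterGlo luminescence; compounds (23 nl pinned per well) restoring growth score as division inhibitors or fusion activators.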
TCR act – activates T cell receptor signaling. primary human leukocytes, anti-CD3, IL-2 HTRF, 48 h. AID 504894. 330,000 tested, under 10 active. Potency, µM (titrated, usually from 9.22 µM), for inactives: top-dose activation of IL-2 secretion, actives largely listed as activators; further: % of control where 0% means no effect
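Human primary leukocytes + a-CD3 beads + cpd, 48 hr; IL-2 in supernatant by HTRF (ex 320nm / em 665nm). No co-stimulatory signal supplied.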
AT treatment – potential ataxia-telangiectasia treatments restoring KAP-1 phosphorylation; AID 485349; […] A-T fibroblasts, KAP-1 phosphorylation AlphaLISA; neocarzinostatin DNA damage 30 min before lysis; Potency, µM (top dose mostly 57.5 µM), for inactives: top-dose activation, usual class: activators; 320,000 compounds, 0.19% hits; further: potency means the concentration at half of the fitted maximal effect; % of control where 0% means no effect; nearly all actives have a fitted effect of over 45% in size
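ATM-like activity read as KAP-1 phosphorylation via AlphaLISA donor/acceptor antibody pairs after lysis and 6 hr at 25C. Cells were ATM-null patient fibroblasts ([…], hTERT), dosed 60 min, then exposed to the DSB inducer NCS for 30 min.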
TRPV1 agonist – activates the human vanilloid receptor TRPV1 | TRPV1-expressing cells, Fluo-8 calcium influx, agonist mode | activation, % at 8.33 µM | 320,000 compounds, 0.19% hits; in the data active means activation above about 80%; inconclusive means between about 30% and that limit; further: 0% is about no effect
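TRPV1-expressing cells were cultured overnight at 35.5C and loaded with Fluo-8 calcium dye for 40 to 90 min at room temperature. After a 10 s baseline, compound was added and calcium influx was read kinetically for 3 min (ex 480/em 520 nm).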
hERG WT inh – KCNH2 (human, wildtype) channel inhibition; Q12809; U2OS, BacMam KCNH2, thallium flux FluxOr; stronger effect = lower value; 340,000 compounds, 0.37% hits; activity change, % at 1.84 µM;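 active means maximum activity change below -70%; inconclusive means maximum activity change between -70% and -50%; inactive means maximum activity change above -50%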; further: on the % scale 0 is the no-effect control and ±100 the full control effect
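U2OS cells transduced with wild-type KCNH2 virus are loaded with FluxOr dye for 45 min, and thallium flux is measured in kinetic reads before and after stimulation buffer. Rate constants are normalized to DMSO controls.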
Eya2 phos inh – blocks the phosphatase activity of human Eya2 | recombinant Eya2, OMFP fluorescence dephosphorylation (OMFP is methylfluorescein phosphate) | Potency, µM (titrated, usually from 76.9 µM), without a hit: at the highest dose activity, negative = inhibition, hits mostly inhibitors | 330,000 compounds, 0.006% hits | AID 488837; further: potency means the concentration at half of the fitted maximal effect; on the % scale 0 is the no-effect control and ±100 the full control effect
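Eya2 (0.2 uM) preincubated 10 min at ambient with compound, then OMFP substrate added at 50 uM; 10 min reaction in 50 mM HEPES pH 7.5, 50 mM NaCl, 5 uM MgCl2, 0.05% BSA, 1 mM DTT. Fluorescence read at Ex 485/Em 525 nm.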
ELG1 DNA repair – blocks ELG1-dependent DNA repair in HEK293T cells | HEK293T ELG1-luciferase reporter, luminescence, 16 h; DNA damage induced by 5-fluorouridine | Potency, µM (series often up to 46.1 µM), for inactives: top-dose activity change, negative = inhibition, hits mostly inhibitors | 330,000 compounds, 2.3% hits | AID 504467; further: potency means the concentration at half of the fitted maximal effect; on the % scale 0 is the no-effect control and ±100 the full control effect; nearly all actives have a fitted effect of over 55% in size
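5-Fluorouridine DNA damage + compound/DMSO, 2,000 cells/well, 16 h, 37 °C/5% CO2. ONE-Glo, 30 min RT, luminescence. Readout = decrease in reporter signal.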
USP2a inh – blocks human ubiquitin-specific protease USP2a. O75604. USP2 core, Ub-CHOP2 coupled fluorogenic reporter, 485/531. Potency, µM (titrated, usually from 38.3 µM), for inactives: top-dose activity change, negative = inhibition, actives largely listed as inhibitors. 330,000 compounds, 0.01% hits. AID 463254;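 further: potency means the concentration at half of the fitted maximal effect; plate controls were DMSO wells for no effect and full inhibition by NEM control for full effect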
Target sequence (O75604 whole entry, looked up): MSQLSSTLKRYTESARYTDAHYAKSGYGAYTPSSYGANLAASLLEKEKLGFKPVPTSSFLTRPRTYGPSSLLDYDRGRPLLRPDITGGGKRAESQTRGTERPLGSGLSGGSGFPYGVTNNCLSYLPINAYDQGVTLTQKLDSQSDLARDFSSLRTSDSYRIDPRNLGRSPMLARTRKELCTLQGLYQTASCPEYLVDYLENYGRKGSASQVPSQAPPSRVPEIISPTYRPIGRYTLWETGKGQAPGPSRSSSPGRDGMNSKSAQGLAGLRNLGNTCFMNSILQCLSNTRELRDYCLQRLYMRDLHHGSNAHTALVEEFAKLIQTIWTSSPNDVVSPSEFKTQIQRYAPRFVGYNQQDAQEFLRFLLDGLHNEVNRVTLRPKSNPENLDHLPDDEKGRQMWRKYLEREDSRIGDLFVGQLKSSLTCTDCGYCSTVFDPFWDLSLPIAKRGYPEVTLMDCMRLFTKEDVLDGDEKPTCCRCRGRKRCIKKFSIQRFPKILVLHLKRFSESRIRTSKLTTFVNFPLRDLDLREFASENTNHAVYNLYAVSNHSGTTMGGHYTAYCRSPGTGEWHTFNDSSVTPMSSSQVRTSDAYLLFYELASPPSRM
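Deubiquitinase activity read as fluorescence (485/531 nm) after Ub-CHOP2 cleavage activates the enterokinase reporter on its substrate; USP2 core 10nM, Ub-CHOP2 and substrate 25nM each, 30min compound preincubation then 60min RT; data normalized to NEM, curves fitted.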
TSHR antag – antagonists of human thyroid stimulating hormone receptor. TSHR-expressing cells, TSH-stimulated cAMP HTRF, 2 h; stronger effect = lower value. 330,000 compounds, 0.2% hits. activity change, negative = inhibition, % at 11.5 µM. P16473;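 active means activity change below a set negative limit, meaning inhibition stronger than a set level, cut at about -70% in these data; inconclusive means activity change between two set negative limits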; further: on the % scale 0 is the no-effect control and ±100 the full control effect
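Antagonism was scored as loss of TSH-driven cAMP in TSHR cells, stimulated with 4nM TSH (EC80) for 2 hours at 37 deg C and detected by homogeneous HTRF competition immunoassay.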
KCNH2 3.1 block – KCNH2 3.1 (human) potassium channel inhibition. activity change, % (tested at about 1.8 µM). AID 720553. U2OS KCNH2 3.1, thallium flux FluxOr; stronger effect = lower value. 340,000 compounds, 0.95% hits;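 active means maximum activity change below -70%; inconclusive means maximum activity change from -70% to -50%; inactive means maximum activity change above -50%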;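 further: thallium influx rate constant from kinetic fluorescence after stimulation buffer; on the % scale 0 is the no-effect control and ±100 the full control effect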
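FluxOr-based Tl+ influx in U2OS cells transduced with KCNH2 3.1 virus; rate constants normalized to DMSO controls.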
* = called active by the depositor; ? = inconclusive; nt = no result given; & = joins results of further samples; [ ] = remark or other dose. Unless noted, the call rests on the fitted dose curve; in most records, active means well fitted curve in the direction sought with a large enough effect; inconclusive means small, poorly fitted or top-dose-only effect, or another doubt; inactive means no such curve, though single readings can be large; an effect the other way counts as inactive or inconclusive. Some of the compounds tested, so the mix of outcomes need not match the whole.

SMILES	Mito fusion yeast	TCR act	AT treatment	TRPV1 agonist	hERG WT inh	Eya2 phos inh	ELG1 DNA repair	USP2a inh	TSHR antag	KCNH2 3.1 block
CCN1CCN(C(=O)C2(NC(=O)Nc3ccccc3Cl)CCCCC2)CC1	0%	4%[46.1 µM]	7%	-6	1	-21%	-4%	2%	1	6
COC(=O)C12CCC(C)(c3nc4ccccc4nc31)C2(C)C (centres undefined)	-3%	-5%	0%	6	-1	-6%	-6%	0%	2	-10
NC(=O)c1ccccc1NS(=O)(=O)c1ccc2c(c1)OCCO2	-1%	1%	nt	-5	-2	25%	-20%	0%	-2	-10
CCOc1ccc2nc(NC(=O)CSc3nc(SC)ns3)sc2c1	0%	-1%	6%	1	-1	3%	?	-8%	nt	-7
O=S(=O)(NCc1cc(-c2ccc(Cl)cc2)no1)c1ccccc1	-1%	5%	0%	nt	-11	?	11%	0%	-17	-2
COc1cccc(OC)c1C(=O)Nc1ccc(C(=O)c2ccncc2)cc1	0%	-2%	12%	-7	0	-3%	-7%	-1%	0	-3
O=C(NC(=S)NCCOCc1ccc(Cl)cc1)c1cccnc1	12%	-8%[46.1 µM]	-3%	17	-6	1%	-14%	4%	2	4
O=C(CCNS(=O)(=O)c1ccccc1)NCC1CCCCC1	2%	3%	-4%	3	-14	23%	14%	1%	0	-3
O=C(Nc1cccc(-c2cccc(Cl)c2)c1)C1CCN(Cc2ccc(CO)o2)CC1	0%	0%	3%	14	17	-8%	-22%	-1%	-4	?
Cc1cccc(NS(=O)(=O)c2cc3c(cc2C)N(C)CCO3)c1	-15%	-13%	-3%	13	-5	-20%	5%	1%	34	-6
CCN(C(=O)COC(=O)c1cc([N+](=O)[O-])ccc1N1CCCCC1)C1CCS(=O)(=O)C1 (centres undefined)	-3%	3%	-4%	3	0	-5%	12%	2%	-2	-14
COc1ccc([N+](=O)[O-])cc1NC(=O)COC(=O)Cn1cnc2ccccc2c1=O	nt	nt	-9%	nt	12	-13%	0%	3%	nt	-10
COc1ccc(CNC(=O)CSCc2cccc(Cl)c2)cc1	18%	2%[46.1 µM]	17%	?	1	-3%	0%	5%	-6	6
CCc1c(C)sc(NC(=O)/C=C/c2ccc3c(c2)OCO3)c1C(=O)OC	14%	-4%[46.1 µM]	-1%	-1	0	-12%	-4%	0%	8	-6
Cc1ccc(-n2nc(C(=O)NCc3ccco3)c3c4ccccc4n(C)c3c2=O)cc1	3%	4%	-1%	1	6	-25%	-4%	4%	-11	4
Cc1ccc(C(=O)Nc2ccc([N+](=O)[O-])cn2)o1	1%	9%[46.1 µM]	9%	30	11	-4%	?	2%	0	5
Cc1ccc(S(=O)(=O)N(CC(=O)NCCSc2ccccn2)c2cc(C)cc(C)c2)cc1	6%	10%	-6%	?	-4	-5%	?	-1%	-11	-40
CSc1ncccc1C(=O)Nc1ccc(S(=O)(=O)Nc2nccs2)cc1	0%	-2%[46.1 µM]	8%	-2	-14	4%	15%	-2%	4	-22
O=C(NC(=S)Nc1ccccc1N1CCN(C(=O)c2ccccc2)CC1)c1cccs1	1%	1%	-5%	19	-9	-9%	?	0%	-2	7
Cc1cc(=O)oc2cc(OCc3ccc(C(=O)N4CCN(c5ccccc5)CC4)cc3)ccc12	25%	10%[46.1 µM]	4%	-11	5	-2%	?	-2%	-6	-11
Cc1cc(C)cc(OCC(=O)Nc2ccc(N3CCN(S(C)(=O)=O)CC3)cc2)c1	-2%	-6%	3%	-3	-8	1%	2%	3%	2	-8
O=C(N/N=C/c1c[nH]c2c1ccc1ccccc12)c1ccc([N+](=O)[O-])cc1	2%	-1%[46.1 µM]	0%	11	-1	-22%	12%	7%	8	-19
O=C(Nc1ccncc1)Nc1cccc(Cl)c1Cl	-13%	8%	1%	?	23	1%	7%	-1%	-21	-17
CCOC(=O)c1ccc(NC(=O)CCSCCc2ccccn2)cc1	-6%	-3%	-2%	12	11	9%	-28%	1%	-17	5
O=C(NCCO)c1cc2ccccc2cc1O	-8%&5%	2%	-4%&21%	1&-7	-13	0%&4%	-3%&0%	0%&1%	4&21	-9
O=C1CC(c2ccc(F)cc2)Cc2nc(NCC3CCCO3)ncc21 (centres undefined)	4%	-4%	4%	11	2	9%	-4%	2%	-10	6
CN(C)c1ccc(/C=N/N=C(N)N)cc1[N+](=O)[O-]	-4%	6%	-1%	1	4	2%	-9%	0%	18	-6
COC(=O)c1c(C(=O)OC)c2cc(C)ccn2c1Cl	4%	6%	-1%	-1	-6	18%	-3%	4%	2	-12
Cc1ccc(S(=O)(=O)N2CC3(C)CN(S(=O)(=O)c4ccc(C)cc4)CC(C)(C2)C3)cc1	-3%	10%	-1%	9	-29	-8%	8%	0%	11	-11
COc1ccc(/C=C(/NC(C)=O)C(=O)O)cc1	-2%	10%	-2%	-2	-17	6%	-1%	6%	19	0
O=[N+]([O-])c1ccc(N2CCN(C(=S)Nc3cccc(F)c3)CC2)cc1	4%	-2%	5%	1	nt	-7%	?	0%	-6	12
O=C(Cc1ccc(Cl)cc1)Nc1ccc(Cl)cn1	-3%	6%	-9%	?	-1	12%	19%	-1%	-10	-7
O=C(Nc1ccc(Oc2cccnc2)cc1)c1ccccc1F	-3%	2%	4%	22	-2	-3%	?	0%	13	0
O/N=C1\CCCc2ccc3ccccc3c21	-2%	-2%	0%	7	5	?	0%	1%	5	4
CCc1nc(NC(=O)NS(=O)(=O)c2ccccc2C(=O)OC)nc(OC)n1	2%	-6%	6%	1	nt	-3%	0%	2%	-1	0
CCOC(=O)[C@@H]1[C@H]2COc3ccccc3[C@H]2N2C(=O)N(c3ccc(F)cc3)C(=O)[C@]12C	6%	1%	0%	4	11	5%	9%	-1%	-1	7
Cc1ccccc1OCC(=O)NNC(=O)C1CCCCC1C(=O)O (centres undefined)	nt	1%[46.1 µM]	-6%	-13	-4	9%	4%	0%	21	-5
CC(=O)Nc1ccc(Nc2c([N+](=O)[O-])c(=O)n(-c3ccccc3)c3ccccc23)cc1	2%	-2%	2%	1	-13	6%	5%	1%	16	0
Cc1no[n+]([O-])c1COc1ccccc1/C=N/n1nnnc1N	-1%	-6%[46.1 µM]	2%	2	3	4%	-2%	2%	5	7
COc1ccc(C(=O)Nc2cccc(-c3nc4ncccc4o3)c2C)cc1	5%	-9%	0%	0	3	12%	0%	2%	4	21
CCOc1ccc(NC(=O)CSc2nc3ccsc3c(=O)n2CCC(=O)O)cc1	3%	2%	-2%	-1	-2	4%	?	1%	0	-4
CCCCC(=O)Nc1ccc(C(=O)N2CCN(C)CC2)cc1	0%	-7%	-10%	1	2	-26%	8%	0%	9	-5
CCOc1ccccc1CN1CCN(Cc2cc(=O)c3ccccc3[nH]2)CC1CCO (centres undefined)	4%	9%	-4%	1	33	-4%	-18%	-3%	12	-8
Cc1ccc(OCCOC(=O)c2c(-c3ccccc3)noc2C)cc1	-18%	-67%	?	12	-8	-4%	?	1%	-12	-19
CCN1CCN(C(=O)C2CCN(S(=O)(=O)c3cc(Cl)ccc3Cl)CC2)CC1	1%	-2%	4%	3	-3	-5%	15%	1%	-8	1
CCC(C)N1C(=O)/C(=C/c2c(NCCCOC(C)C)nc3c(C)cccn3c2=O)SC1=S (centres undefined)	-1%	-4%	0%	6	1	?	-29%	15%	4	-27
COc1cc(/C=C2\SC(=S)NC2=O)ccc1OS(=O)(=O)c1ccccc1	-18%	2%[46.1 µM]	-11%	9	nt	1%	-15%	-5%	-74*	nt
O=C(C[n+]1cccc2ccccc21)c1ccc(Br)cc1	-4%	-3%	-22%	-2	-22	10%	-2%	0%	-6	14
Cc1ccc(C(=O)c2c3ccc(C(F)(F)F)cc3nn2CCC(N)=O)cc1	-1%	3%	3%	17	6	-4%	?	-1%	-2	-10
Cc1oc2c(C)c3oc(=O)c(CCC(=O)NCCCn4ccnc4)c(C)c3cc2c1C	-1%	3%	3%	?	-5	-22%	4%	-1%	-1	20
O=C(O)C1CCC(NSc2ccccc2[N+](=O)[O-])CC1 (centres undefined)	-12%	6%	9%	0	4	4%	6%	4%	1	-11
CCCn1c(=O)c2ccccc2n2c(SCC(=O)NCc3cccs3)nnc12	5%	0%	3%	-2	-8	-6%[15.4 µM]	-18%	4%	-13	5
CC(=O)N1c2ccc(S(=O)(=O)NCC3CCC(C(=O)NC4CCCCC4)CC3)cc2CC1C (centres undefined)	-1%	5%	-4%	2	-12	9%	-18%	-1%	-14	-9

Compound activity deposited in PubChem by National Center for Advancing Translational Sciences (NCATS).
